TCR activator: activates T cell receptor signaling; primary human leukocytes, anti-CD3, IL-2 HTRF, 48 h; Potency, µM (highest dose often 9.22 µM), without a hit: at the highest dose activation of IL-2 secretion, actives largely listed as activators; 330,000 tested, under 10 active; AID 504894; further: % of control where 0% means no effect
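IL-2 release read by HTRF sandwich (Eu cryptate donor, d2 acceptor, 665 nm emission) after 48 hr exposure of primary human leukocytes to compound together with anti-CD3 beads in the absence of co-stimulatory signals.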
GALK inhibitor: galactokinase (human) inhibition; P51570; Purified GALK, Kinase-Glo residual ATP luminescence; Potency, µM (series often up to 57.5 µM), without a hit: at the top dose activity change, negative = inhibition, usual class: inhibitors; 270,000 compounds, 0.007% hits; further: potency means the concentration at half of the fitted maximal effect; on the % scale 0 is the no-effect control and ±100 the full control effect
Target sequence (P51570 whole entry, looked up): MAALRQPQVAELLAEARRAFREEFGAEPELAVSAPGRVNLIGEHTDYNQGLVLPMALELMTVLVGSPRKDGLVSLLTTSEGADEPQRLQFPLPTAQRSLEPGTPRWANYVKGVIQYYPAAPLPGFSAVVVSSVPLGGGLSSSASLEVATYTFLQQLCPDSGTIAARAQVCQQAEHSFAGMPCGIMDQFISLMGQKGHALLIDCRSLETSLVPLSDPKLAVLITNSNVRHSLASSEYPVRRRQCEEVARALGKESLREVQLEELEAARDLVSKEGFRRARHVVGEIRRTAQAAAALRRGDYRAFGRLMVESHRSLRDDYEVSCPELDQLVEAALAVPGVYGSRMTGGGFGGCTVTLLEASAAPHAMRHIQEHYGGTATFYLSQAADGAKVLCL
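ATP-depletion format; final 35 uM ATP, 100 uM D-galactose, 5 nM enzyme; pH 8.0 HEPES/Mg2+ buffer; 60 min RT; luminescence read 10 min after detection reagent.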
KCNH2 WT inh: inhibitors of human wildtype KCNH2 potassium channel; Q12809; U2OS, BacMam KCNH2, thallium flux FluxOr; active compounds read low; activity change, % at 1.84 µM; 340,000 compounds, 0.37% hits;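 active means maximum activity change below -70%; inconclusive means maximum activity change between -70% and -50%; inactive means maximum activity change above -50%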; further: on the % scale 0 is the no-effect control and ±100 the full control effect
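U2OS cells transduced with wild-type KCNH2 virus are loaded with FluxOr dye for 45 min, and thallium flux is measured in kinetic reads before and after stimulation buffer. Rate constants are normalized to DMSO controls.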
Coupling enz: coupling enzyme interference in Giardia aldolase counter-screen | coupling enzyme system counterscreen, AmpLite Red fluorescence | activity change, negative = inhibition, % at 58.2 µM, hits read low | 290,000 compounds, 0.67% hits | AID 2472; in the data active means activity change below about -30%; further: on the % scale 0 is the no-effect control and ±100 the full control effect
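Counterscreen of the coupled detection system alone, without aldolase: glyceraldehyde-3-phosphate coupling enzymes plus AmpLite Red readout. Compounds at 57.5 uM final, 10 min RT preincubation, 20 min RT reaction, fluorescence 525/598 nm.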
Tb PFK inh: inhibitors of T. brucei phosphofructokinase; O15648; T. brucei PFK, ADP-Glo luminescence; Potency, µM (series often up to 57.5 µM), inactives show at the highest dose activity, negative = inhibition, usual class: inhibitors; 330,000 compounds, 0.17% hits; AID 485367;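 further: potency means the concentration at half of the fitted maximal effect; 0% = uninhibited 1x PFK enzyme wells and -100% = no-enzyme wells; nearly all actives have a fitted effect of over 60% in size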
Target sequence (O15648 whole entry, looked up): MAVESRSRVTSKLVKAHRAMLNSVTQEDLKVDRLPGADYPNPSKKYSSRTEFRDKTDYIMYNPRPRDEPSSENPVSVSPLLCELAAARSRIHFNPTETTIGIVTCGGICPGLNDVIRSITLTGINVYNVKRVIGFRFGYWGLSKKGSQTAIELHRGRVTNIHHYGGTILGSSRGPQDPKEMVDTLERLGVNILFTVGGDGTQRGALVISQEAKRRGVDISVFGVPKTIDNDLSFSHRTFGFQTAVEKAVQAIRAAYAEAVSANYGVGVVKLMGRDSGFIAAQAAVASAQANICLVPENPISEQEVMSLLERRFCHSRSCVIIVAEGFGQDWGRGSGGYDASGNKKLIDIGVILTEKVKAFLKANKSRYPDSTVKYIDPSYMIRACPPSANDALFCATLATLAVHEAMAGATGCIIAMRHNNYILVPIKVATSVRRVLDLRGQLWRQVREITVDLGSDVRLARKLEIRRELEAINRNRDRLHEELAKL
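Activity is normalized to no-enzyme wells (full inhibition) and 1.25 nM enzyme wells (no inhibition). Reaction: 0.5 mM F6P, 0.1 mM ATP, 45 min RT, ADP-Glo luminescence; concentration-response curves fitted and classed by quality.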
Giardia kill: kills Giardia lamblia. Giardia lamblia trophozoite viability. activity change, % at 7.66 µM, hits read low. 340,000 compounds, 0.15% hits; in the data active means activity change below about -80%; inconclusive means between about -30% and that limit;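 further: parasites exposed to compound for two days anaerobically before the ATP read; on the % scale 0 is the no-effect control and ±100 the full control effect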
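Giardia trophozoites, 100 cells per well, were exposed to compounds for 48 hrs at 37 deg C under anaerobic conditions; viability was then read as ATP content by bioluminescence after 15-30 min at room temperature.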
TSHR antagonist: antagonists of human thyroid stimulating hormone receptor; TSHR-expressing cells, TSH-stimulated cAMP HTRF, 2 h; active compounds read low; activity change, negative = inhibition, % at 11.5 µM; P16473; 330,000 compounds, 0.2% hits;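 active means activity change below a set negative limit, meaning inhibition stronger than a set level, cut at about -70% in these data; inconclusive means activity change between two set negative limits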; further: on the % scale 0 is the no-effect control and ±100 the full control effect
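TSHR-expressing cells were treated with compounds, then stimulated with TSH at EC80 (4nM final) for 2 hours at 37 deg C. Cellular cAMP was measured by HTRF competition between lysate cAMP and cAMP-d2 for a cryptate-labelled anti-cAMP antibody.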
CXXC DNA block: inhibitors of human MLL CXXC domain-DNA interaction; MLL-CXXC / FITC-HOXA9 DNA fluorescence polarization; Potency, µM (highest dose often 115 µM), for inactives: top-dose activity change, negative = inhibition, most hits filed as inhibitors; 290,000 compounds, 0.037% hits; AID 2662; active means well fitted inhibition curve with a large enough effect in the polarisation, with a control signal flat, not every such curve was filed as active; inconclusive means small, poorly fitted or top-dose-only effect, or effect the other way, or a change in a side signal; inactive means no such curve, though single readings can be large or run the other way; the % refers to the polarisation; further: potency means the concentration at half of the fitted maximal effect
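Purified MLL-CXXC (added from a 7 uM solution) was preincubated 5 min at ambient with pinned compounds in 50 mM Tris-HCl pH 7.5, 50 mM NaCl, 1 mM DTT, 0.05% BSA. Fluorescein-labeled HOX-A9 DNA (50 nM solution) followed, 30 min, then polarization read.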
Chronic BCR inh: inhibitors of chronic active B-cell receptor signaling | ABC-DLBCL IkBa-CBG/CBR reporter, luminescence ratio, 4 h | Potency, µM (highest dose often 46.1 µM), for the others: top-dose ratio change, negative = lower green/red ratio, most hits filed as inhibitors | 340,000 compounds, 0.05% hits | AID 493014; active means well fitted inhibition curve with a large enough effect in the signal ratio, with a control signal flat, not every such curve was filed as active; inconclusive means small, poorly fitted or top-dose-only effect, or effect the other way, or a change in a side signal; the % refers to the signal ratio;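 further: potency means the concentration at half of the fitted maximal effect; plate controls were basal doxycycline-induced cells for no effect and cells given 10 µM MG132 for full effect; MG132 reads +100%, hits lower the ratio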
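Doxycycline induced both beetle luciferases in TMD8 lymphoma cells; IKK-driven degradation limits the IkappaBalpha-fused green signal, while red luminescence normalises for cell number and nonspecific effects. Compounds tested up to 46 uM, 4 hrs.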
A-T KAP1 phos: potential ataxia-telangiectasia treatments restoring KAP-1 phosphorylation. […] A-T fibroblasts, KAP-1 phosphorylation AlphaLISA; neocarzinostatin DNA damage 30 min before lysis. Potency, µM (titrated, usually from 57.5 µM), without a hit: at the top dose activation, actives largely listed as activators. 320,000 compounds, 0.19% hits. AID 485349; further: potency means the concentration at half of the fitted maximal effect; % of control where 0% means no effect; nearly all actives have a fitted effect of over 45% in size
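ATM-like activity read as KAP-1 phosphorylation via AlphaLISA donor/acceptor antibody pairs after lysis and 6 hr at 25C. Cells were ATM-null patient fibroblasts ([…], hTERT), dosed 60 min, then exposed to the DSB inducer NCS for 30 min.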
* marks the source's active call; other numbers are inactive results; ? = inconclusive; / = not tested or not shown; [ ] = dose if it differs, or a comment. Unless noted, the call rests on the fitted dose curve; in most records, active means well fitted curve in the direction sought with a large enough effect; inconclusive means small, poorly fitted or top-dose-only effect, or another doubt; inactive means no such curve, though single readings can be large; an effect the other way counts as inactive or inconclusive. Hits appear at their usual frequency (roughly 1.6% active in at least one column).

SMILES	TCR activator	GALK inhibitor	KCNH2 WT inh	Coupling enz	Tb PFK inh	Giardia kill	TSHR antagonist	CXXC DNA block	Chronic BCR inh	A-T KAP1 phos
CCCCCCCCSc1nnc(-c2ccc(OC)cc2)o1	0%	-5%	9	0	-3%	-3	-2	9%	13%	4%
COc1ccc(S(=O)(=O)N2CCOCC2)cc1NC(=O)c1cccs1	-6%	/	-1	/	-1%	16	28	/	5%	4%
COc1cc(CCN2C(=O)c3cccc4cccc(c34)C2=O)c(S(=O)(=O)N2CCCCCC2)cc1OC	-1%[46.1 µM]	0%	-2	1	-1%	4	-4	5%	2%	-1%
CCOC(=O)c1sc(NC(=O)c2ccncc2)c(C#N)c1C	4%	/	-12	0	22%	-1	-19	0%	?	-11%
COC(=O)C1=C(C)Nc2nc(SCc3ccccc3)[nH]c(=O)c2C1c1cccs1 (stereo not given)	-1%	/	9	5	5%	-2	-13	13%	1%	-17%
Cc1cc(C)cc(N(CC(=O)NCC2CCCO2)C(=O)CN2C(=O)COc3ccccc32)c1 (stereo not given)	-3%	-1%	-3	5	-6%	-2	6	-5%	-14%	1%
CCc1ccc(NC(=O)c2cnccn2)cc1	-6%	2%	-29	-3	-7%	?	-4	-1%	?	1%
Brc1ccc(OCCOc2cccc3cccnc23)cc1	1%[46.1 µM]	/	0	1	-3%	-3	1	5%	-4%	1%
CCCc1nc2ccccc2c(=O)n1NC(=O)c1c(O)c2cccc3c2n(c1=O)CCC3	1%	-2%	0	-3	11%	0	/	23%	?	22%
COc1ccc(CC(=O)NCC(=O)N/N=C(/C)c2ccco2)cc1	-2%	0%	-9	-1	-1%	9	4	18%	5%	-2%
COc1ccc(-c2noc(CCC(=O)NCCCN3CCC(Cc4ccccc4)CC3)n2)cc1	8%	-5%	?	3	2%	12	-8	14%	?	-2%
COc1ccc(NC(=O)CCOc2ccc(C)cc2)cc1S(=O)(=O)N1CCOCC1	2%	/	-17	/	3%	10	-6	/	1%	0%
CC1=CC2=NC(=O)/C(=C/c3cccn3Cc3ccccc3)C(=N)N2O1	4%	-1%	-4	-1	0%	-5	-6	10%	14%	-8%
Nc1nccc(-c2cc(-c3ccc(Cl)cc3Cl)no2)n1	5%	2%	-4	2	-7%	-27	2	3%	-3%	-9%
CC1(O)CC(c2ccc(Cl)cc2)=NN1C(=O)c1ccc(Cl)cc1 (stereo not given)	/	2%	-11	9	0%	-10	-2	5%	?	-9%
CCN(CC)C(=O)CSc1nnc([C@@H](N)Cc2ccccc2)o1	1%	7%	-4	2	-5%	-10	4	0%	-1%	0%
N#C/C(=C\c1ccc(O)c(O)c1)C(=O)N1CCc2ccccc21	-2%	/	8	/	-7%	-13	0	/	-16%	-10%
O=C(CS(=O)(=O)c1cccc(Cl)c1)Nc1ccccc1Cl	-2%	-2%	0	-1	4%	13	1	-8%	9%	-3%
CCCN1C2CCCC1CC(NC(=O)NC1CCCCC1)C2 (stereo not given)	-2%	0%	41	2	1%	-10	-2	0%	3%	4%
CC(C)(C)NC(=O)NC(=O)COC(=O)c1cccc(NS(=O)(=O)c2ccc(F)c(F)c2)c1	-2%[46.1 µM]	-3%	-14	-3	-2%	-16	-3	8%	?	1%
CCOc1ccccc1NC(=O)CN1CCC(NC(=O)c2ccccc2)CC1	-4%	1%	4	-1	-1%	15	4	-3%	?	8%
Cc1ccc(N2CN=c3s/c(=C\c4cccnc4)c(=O)n3C2)cc1	-1%	4%	4	1	-3%	17	7	0%	?	13%
C=CCn1c(SCc2ccc3nonc3c2)nnc1-c1cccs1	1%	-1%	7	1	0%	-24	-4	1%	?	2%
COCCn1c(N)c(C(=O)OCc2ccccc2)c2nc3ccccc3nc21	-2%	9%	-3	-37*	4%	4	0	-3%	5%	13%
Cc1noc2ncnc(N3CCN(c4cccc(Cl)c4)CC3)c12	2%	2%	-4	0	?	0	-16	-10%	-1%	0%
CCC1(c2ccc(F)cc2)NC(=O)N(CC(=O)N2CCN(S(=O)(=O)c3ccc(C)cc3)CC2)C1=O (stereo not given)	5%	/	16	/	5%	-11	-1	/	-3%	3%
CC(=O)NC12CC3CC(C1)CC(C(=O)Nc1nc4ccc(S(C)(=O)=O)cc4s1)(C3)C2	-6%	6%	-1	/	1%	8	-9	-15%	-14%	2%
Cc1cc(C(=O)NP(=O)(N2CCOCC2)N2CCOCC2)c(C)n1-c1ccc(N(C)C)cc1	-8%[46.1 µM]	-1%	2	-14	7%	-1	2	?	4%	1%
Nc1cc(=O)[nH]c(SCc2nc3ccccc3n2Cc2ccccc2)n1	3%	3%	-6	1	4%	26	-20	-5%	-1%	4%
COc1ccc(-c2c(C#Cc3ccsc3)c3cc(-c4ccc5cc[nH]c5c4)ccc3n2C)cc1	-1%	/	-8	/	3%	-20	-9	/	0%	7%

Five compounds from above with just CXXC DNA block, Chronic BCR inh and GALK inhibitor.
SMILES	CXXC DNA block	Chronic BCR inh	GALK inhibitor
Nc1cc(=O)[nH]c(SCc2nc3ccccc3n2Cc2ccccc2)n1	-5%	-1%	3%
C=CCn1c(SCc2ccc3nonc3c2)nnc1-c1cccs1	1%	?	-1%
CC(=O)NC12CC3CC(C1)CC(C(=O)Nc1nc4ccc(S(C)(=O)=O)cc4s1)(C3)C2	-15%	-14%	6%
COCCn1c(N)c(C(=O)OCc2ccccc2)c2nc3ccccc3nc21	-3%	5%	9%
COc1ccc(-c2c(C#Cc3ccsc3)c3cc(-c4ccc5cc[nH]c5c4)ccc3n2C)cc1	/	0%	/

Record cards, as listed above. Order of screens: TCR activator | GALK inhibitor | KCNH2 WT inh | Coupling enz | Tb PFK inh | Giardia kill | TSHR antagonist | CXXC DNA block | Chronic BCR inh | A-T KAP1 phos
Profile of `CCC1(c2ccc(F)cc2)NC(=O)N(CC(=O)N2CCN(S(=O)(=O)c3ccc(C)cc3)CC2)C1=O` (stereo not given) = 5% | / | 16 | / | 5% | -11 | -1 | / | -3% | 3%
Profile of `COCCn1c(N)c(C(=O)OCc2ccccc2)c2nc3ccccc3nc21` = -2% | 9% | -3 | -37* | 4% | 4 | 0 | -3% | 5% | 13%

Remaining list, next part:
SMILES	TCR activator	GALK inhibitor	KCNH2 WT inh	Coupling enz	Tb PFK inh	Giardia kill	TSHR antagonist	CXXC DNA block	Chronic BCR inh	A-T KAP1 phos
O=C(O)c1ccccc1C(=O)NNc1ccc(F)cc1	2%	-5%	-2	-3	2%	8	13	5%	-10%	2%
CC1(C)CC(=O)C2=C(C1)NC(=O)CC2C(=O)NCc1ccc(F)cc1 (stereo not given)	/	1%	/	-1	-10%	/	5	-5%	?	-2%
CSc1nc2nccc(/C=C\c3ccccc3)n2n1	0%	0%	-1	-1	-1%	1	-26	-1%	0%	12%
Cc1ccc2c(c1)N(CCC(=O)NCc1ccc3c(c1)OCO3)C(=O)CO2	-5%	-1%	-3	0	0%	3	3	-6%	6%	6%
COc1ccc(S(=O)(=O)NCCCCNS(=O)(=O)c2ccc(OC)cc2)cc1	/	0%	4	-2	12%	1	36	0%	-1%	35%
O=c1[nH]c(CSc2nc(-c3ccc(F)cc3)cs2)nc2ccccc12	-4%	3%	-2	3	2%	7	-15	-1%	1%	8%
CC(=O)Nc1cc2c3c(c1)CC(=O)N3CCC2	-5%	1%	-26	-2	-1%	9	10	23%	1%	3%
Cc1cc(C)c2c(-n3cccc3)c(C(=O)NNS(=O)(=O)c3ccccc3)sc2n1	/	-1%	1	3	-1%	-10	0	-19%	0%	1%
Cc1noc(C(F)(F)F)c1C(=O)NNC(=O)c1cccc(C(F)(F)F)c1	/	-2%	-3	-3	1%	1	-1	-22%	8%	-6%
Cc1cccc(NC(=O)NNC(=O)c2sccc2-n2cccc2)c1	-2%	7%	-10	-2	0%	6	24	3%	-4%	-4%
CCCC[C@H]1COCCS(=O)(=O)N1Cc1ccccc1F	-3%	/	-7	7	-5%	-4	-13	5%	-10%	-1%
CCN(CC)CCCN1C(=O)C(O)=C(C(=O)c2ccc(C)o2)C1c1cccs1 (stereo not given)	/	-2%	/	0	4%	/	9	3%	3%	5%
COc1ccc(-n2nnnc2SCC(=O)Nc2ccccc2N2CCOCC2)cc1	-3%	4%	-6	1	0%	-9	-15	-1%	-7%	-3%
